Screening data deposited in PubChem BioAssay by several laboratories.
ABHD5 PLIN5 PPI = inhibitors of human ABHD5-perilipin-5 interaction; Split G. princeps luciferase complementation, luminescence, 4 h; inhibition, % at 4 µM; Q00G26+Q8WTS1; AID 602281; actives 0.78% (n = 360,000);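 active = inhibition above the mean inhibition across every tested compound plus 3 SD, cut at about 22% in these data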;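 also: 0% = DMSO only wells and the 100% control is not disclosed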
NR5A2 inv ag = NR5A2 inverse agonism in reporter assay | O00482 | HEK293T StAR-luciferase reporter, LRH-1 transfected, 24 h | inhibition, % at 3.6 µM | actives 0.13% (n = 360,000);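 active = inhibition above the mean inhibition of all tested compounds plus 3 SD, cut at about 73% in these data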;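 also: 0% = DMSO wells and 100% = reporter-only cells lacking LRH-1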
NCOA3 inh = human NCOA3 inhibition | HEK293 GAL4-SRC3 luciferase reporter, luminescence | inhibition, % at 3.6 µM | actives 0.17% (n = 360,000) | AID 588352;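 active = inhibition above a per-campaign cutoff, the mean of all compounds plus 3 SD, cut at about 60% in these data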;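 also: 0% = DMSO-treated cells and 100% = gossypol-treated cells at 36 µM; higher means less SRC3-driven luciferase light from the GAL4 reporter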
SRC2 inh = inhibits human steroid receptor coactivator 2 | HEK293 GAL4-SRC2 luciferase reporter, luminescence | actives 0.17% (n = 370,000) | inhibition, % at 9 µM | Q15596 | AID 651957;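 active = inhibition above the mean inhibition of all tested compounds plus 3 SD, set per campaign, cut at about 52% in these data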;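 also: 0% = DMSO treated cells and 100% = cells given Gossypol at 36 µM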
Target sequence (Q15596 whole entry, looked up, the tested form may be a part): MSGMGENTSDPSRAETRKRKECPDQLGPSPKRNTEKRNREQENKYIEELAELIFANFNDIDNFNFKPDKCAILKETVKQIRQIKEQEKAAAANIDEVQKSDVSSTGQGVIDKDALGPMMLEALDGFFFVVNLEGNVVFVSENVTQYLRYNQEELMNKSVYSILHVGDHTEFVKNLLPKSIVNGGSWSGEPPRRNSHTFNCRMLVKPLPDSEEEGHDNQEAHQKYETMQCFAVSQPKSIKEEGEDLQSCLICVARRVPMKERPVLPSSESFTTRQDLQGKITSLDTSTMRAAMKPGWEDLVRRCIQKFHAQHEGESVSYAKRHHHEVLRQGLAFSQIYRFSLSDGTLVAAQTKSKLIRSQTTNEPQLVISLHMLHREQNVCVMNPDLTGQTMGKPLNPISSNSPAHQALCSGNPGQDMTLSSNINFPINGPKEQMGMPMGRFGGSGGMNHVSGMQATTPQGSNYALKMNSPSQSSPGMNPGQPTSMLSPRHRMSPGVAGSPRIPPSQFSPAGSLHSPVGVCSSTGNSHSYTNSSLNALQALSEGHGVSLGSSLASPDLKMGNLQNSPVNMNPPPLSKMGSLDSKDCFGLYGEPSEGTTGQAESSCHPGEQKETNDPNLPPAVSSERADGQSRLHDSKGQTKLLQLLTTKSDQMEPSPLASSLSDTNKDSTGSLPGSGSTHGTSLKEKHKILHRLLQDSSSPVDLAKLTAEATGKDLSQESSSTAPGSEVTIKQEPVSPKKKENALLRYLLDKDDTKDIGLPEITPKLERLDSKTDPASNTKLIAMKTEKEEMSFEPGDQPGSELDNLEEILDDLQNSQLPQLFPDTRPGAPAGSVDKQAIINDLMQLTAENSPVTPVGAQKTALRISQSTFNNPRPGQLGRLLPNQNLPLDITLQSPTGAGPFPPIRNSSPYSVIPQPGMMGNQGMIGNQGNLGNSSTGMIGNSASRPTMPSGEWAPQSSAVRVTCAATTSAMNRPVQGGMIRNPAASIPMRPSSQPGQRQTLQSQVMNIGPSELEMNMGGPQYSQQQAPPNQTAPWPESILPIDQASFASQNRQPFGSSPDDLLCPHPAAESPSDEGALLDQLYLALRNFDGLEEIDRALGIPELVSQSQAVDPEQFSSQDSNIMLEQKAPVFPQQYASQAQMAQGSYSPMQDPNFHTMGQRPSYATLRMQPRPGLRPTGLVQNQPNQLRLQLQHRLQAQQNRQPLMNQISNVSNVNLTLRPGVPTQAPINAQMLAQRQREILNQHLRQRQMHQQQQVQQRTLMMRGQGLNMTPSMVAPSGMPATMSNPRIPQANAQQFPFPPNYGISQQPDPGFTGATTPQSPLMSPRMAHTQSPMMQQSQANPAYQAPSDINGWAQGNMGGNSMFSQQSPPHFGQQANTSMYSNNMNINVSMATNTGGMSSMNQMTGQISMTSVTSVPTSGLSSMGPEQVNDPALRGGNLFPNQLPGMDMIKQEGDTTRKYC
Granule exo inh = blocks lytic granule exocytosis; actives 0.66% (n = 360,000); inhibition, % at 10 µM; TALL-104 LAMP-1 surface exposure, flow cytometry; cells stimulated with thapsigargin and PMA;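 active = inhibition above about 55%, limit read from the data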
NR2F2 inh = inhibitors of human COUP-TFII (NR2F2); P24468; HEK293T NGFI-A luciferase reporter, luminescence; inhibition, % at 8.6 µM; actives 0.7% (n = 370,000);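 active = inhibition above a per-plate cutoff, mean inhibition of test wells between control levels plus 3 SD, cut at about 38% in these data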;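 also: cells cotransfected with COUP-TFII expression vector driving the NGFI-A reporter; 0% = median of COUP-TF2 test wells and 100% = reporter-only cells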
TWEAK Fn14 block = blocks TWEAK-Fn14 interaction in a reporter cell assay; inhibition, % at 10 µM; AID 1159606; TWEAK-stimulated Fn14 reporter cells, luciferase luminescence, 8 h; actives 2% (n = 360,000); in the data active = inhibition above about 50%
NOD2-RIPK2 inh = NOD2-RIPK2 protein interaction inhibition | O43353 | CHO BLA complementation NOD2-RIPK2, CCF4 ratio | inhibition, % at 4.98 µM | actives 0.38% (n = 360,000) | AID 624267; in the data active = inhibition above about 21%;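 also: 0% = vehicle only and 100% = reference blocker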
TLR9-MyD88 block = inhibitors of human TLR9-MyD88 binding | CHO BLA complementation TLR9-MyD88, CCF4 FRET ratio | inhibition, % at 4.98 µM | Q9NR96+Q99836 | actives 0.21% (n = 340,000);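 active = inhibition above the mean over all tested compounds plus 3 SD, cut at about 21% in these data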;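 also: 0% = DMSO only wells and 100% = clavulanate BLA inhibitor control wells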
SRC1 inh = inhibitors of human steroid receptor coactivator 1 (SRC1); Q15788; HEK293 GAL4-SRC1 luciferase reporter, luminescence; inhibition, % at 3.6 µM; actives 0.12% (n = 360,000); AID 588354;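 active = inhibition above the campaign mean plus 3 SD, with each screening campaign given its own cutoff, cut at about 60% in these data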;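 also: 0% = DMSO treated cells and 100% = gossypol at 36 µM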
TROY signal inh = blocks TROY-dependent signaling in reporter cells; actives 0.98% (n = 360,000); Q293 LMP1-TROYcd NF-kB luciferase reporter, 4 h; inhibition, % at 10 µM; AID 1347056;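 active = compounds whose plate-normalised and pattern-corrected inhibition of the luciferase reporter signal at the single screening dose is 50% or more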
The depositor's hits bear a star; i = inactive; . = not tested or not shown.

SMILES	ABHD5 PLIN5 PPI	NR5A2 inv ag	NCOA3 inh	SRC2 inh	Granule exo inh	NR2F2 inh	TWEAK Fn14 block	NOD2-RIPK2 inh	TLR9-MyD88 block	SRC1 inh	TROY signal inh
COc1ccccc1NS(=O)(=O)c1ccc(C(=O)OCC(=O)NCc2ccco2)cc1	16	3	-3	-36	-8	-2	8	3	-3	-2	4
COC(C(=O)Nc1ccnn1C1CCN(C(=O)c2ccc(C)cc2)CC1)c1ccccc1 (stereo unspecified)	-3	8	12	5	-1	-4	1	-2	-6	0	5
CNc1c2cccc(C)c2nc2c(C(=O)NCCN(C)C)cccc12	1	46	i	-333	40	-81	1	41*	7	i	-70
Cc1ccc(NC(=O)c2cc(=O)[nH]c3ccc(S(=O)(=O)N4CCOCC4)cc23)nc1	7	-17	-33	6	0	6	8	-1	1	-1	-14
COc1cc(C(=O)NCCOc2ccccc2C)cc(OC)c1OC	5	6	-2	-12	-19	6	-3	-10	-6	-8	1
O=C1[C@H]2[C@@H](c3ccc(C(F)(F)F)cc3)N[C@]3(CCCN(CC4CCCCC4)C3=O)[C@H]2C(=O)N1Cc1ccccc1	-7	7	17	15	-4	8	-2	6	-16	-10	15
CCCn1cnc2cc(NCc3cccc(OC)c3O)ccc21	1	-48	-35	-52	-2	-23	4	-2	-2	-42	-16
O=C(COC(=O)CNC(=O)c1ccccc1Cl)Nc1cc(C(F)(F)F)ccc1Cl	11	1	-2	-31	-1	2	-8	3	3	-2	12
CCN(Cc1ccccc1)c1cc2c(c3c1ccn3C)C1CCC2O1 (stereo unspecified)	0	10	15	17	-3	7	-15	-7	.	11	-9
O=C(COC(=O)CCC(=O)c1cccs1)Nc1cccc(F)c1	-3	-11	4	-15	-5	-12	3	-1	4	7	-9

Given comma-delimited: part of the list above.
Compound,ABHD5 PLIN5 PPI,NR5A2 inv ag,NCOA3 inh,SRC2 inh,Granule exo inh,NR2F2 inh,TWEAK Fn14 block,NOD2-RIPK2 inh,TLR9-MyD88 block,SRC1 inh,TROY signal inh
COc1cc(C(=O)NCCOc2ccccc2C)cc(OC)c1OC,5,6,-2,-12,-19,6,-3,-10,-6,-8,1
O=C1[C@H]2[C@@H](c3ccc(C(F)(F)F)cc3)N[C@]3(CCCN(CC4CCCCC4)C3=O)[C@H]2C(=O)N1Cc1ccccc1,-7,7,17,15,-4,8,-2,6,-16,-10,15

Next records:
SMILES	ABHD5 PLIN5 PPI	NR5A2 inv ag	NCOA3 inh	SRC2 inh	Granule exo inh	NR2F2 inh	TWEAK Fn14 block	NOD2-RIPK2 inh	TLR9-MyD88 block	SRC1 inh	TROY signal inh
COC(=O)c1cccc(S(=O)(=O)N2CCCCC2)c1	-4	12	-6	-5	-2	7	5	-4	-2	8	15
O=C(CSc1nnc2n(C3CCCCC3)c(=O)c3ccccc3n12)OC1CCCCC1	-1	4	14	-8	0	-4	26	0	9	-19	11
Cn1c(=O)[nH]c(=O)c2c1nc(N1CCCC1)n2CCCSc1nnnn1-c1ccccc1	0	-19	13	-2	0	1	24	-9	8	7	17
COc1ccc(S(=O)(=O)N2CCCCC2)cc1NC(=O)c1ccco1	3	14	-11	-8	-4	18	-3	-6	-3	8	-14
COc1ccccc1C(=O)NCC(=O)NNC(=O)c1cccs1	11	8	9	-16	-16	-6	-10	5	-5	-7	4
Cc1ccc(S(=O)(=O)N(C)CC(=O)OCC(=O)N2CCN(c3ccccc3)CC2)cc1	-2	6	0	14	1	-4	7	-8	-4	-21	3
COc1ccc(S(=O)(=O)N2CCN(C(=O)c3cccnc3)CC2)cc1OC	-4	-5	6	-23	-7	0	3	-3	-9	2	6
Nc1nonc1-n1nnc(C(=O)N/N=C/c2ccncc2)c1-c1cccs1	8	-2	10	19	-3	-17	11	-1	-4	-32	-1
COc1ccc(NC(=O)CSc2nccn2-c2ccccc2)c(OC)c1	2	-17	-5	-16	3	14	-12	3	0	-20	-6
COc1ccccc1C(=O)Nc1nnc(S(=O)(=O)N2CCOCC2)s1	-4	-23	-23	-20	-1	-2	-29	-4	-8	-19	-25
CCOc1ccc(NC(=O)C2CCN(S(=O)(=O)c3ccc4c(c3)N(C(C)=O)CCO4)CC2)cc1	-6	10	4	9	-3	-13	-3	5	-10	-8	4
O=C(NCc1nnc(SC/C=C/c2ccccc2)o1)c1ccco1	1	5	21	30	-4	9	-2	9	-1	1	-9
COCCn1c(=NC(=O)CSCC(=O)Nc2cc(C)on2)sc2cc(C(=O)OC)ccc21	4	-6	17	-7	2	9	-21	-5	-4	7	11
CCOC(=O)N1CCN(C(=O)C2CCN(S(=O)(=O)c3ccc(F)cc3)CC2)CC1	0	4	-6	7	2	6	2	6	-2	-28	10
COc1ccc(Cl)cc1NC(=O)CN(C)C(=O)c1cn2ccccc2n1	5	19	-2	-5	2	5	5	-5	-3	1	12
CS(=O)(=O)Nc1ccc(C(=O)Nc2ccccc2-c2ccccc2)cc1	5	5	-2	-10	-14	9	1	9	1	2	7
CC(Oc1ccc2c3c(c(=O)oc2c1)CCC3)C(=O)NCCCn1ccnc1 (stereo unspecified)	-3	-9	3	3	-1	-1	-8	3	0	-32	2
CC(C)c1ccc(C(=O)NC2=NCCS2)cc1	-5	-123	-59	-24	15	-39	41	2	11	-108	-25
Cc1ccsc1CNC(=O)C1(C)CCCN1CC(C)C (stereo unspecified)	6	0	-3	-23	-8	19	18	-6	.	5	-2
CCCCN(C)CCCNC(=O)Cn1c(=O)sc2ccccc21	-3	9	-4	2	-1	-1	-2	2	7	-18	10
COCC(=O)Nc1c(I)c(C(=O)NCC(O)CO)c(I)c(C(=O)N(C)CC(O)CO)c1I (stereo unspecified)	-10	3	-1	0	0	8	-5	-4	-4	-6	1
COc1ccc(CNC(=O)COC(=O)C(CCSC)N2C(=O)c3ccccc3C2=O)cc1 (stereo unspecified)	7	24	8	3	5	17	-5	1	-5	-5	10
CCOC(=O)c1c(S(=O)(=O)NCC(=O)Nc2ccccc2)c(C)n(C)c1C	-6	15	-31	-12	-3	0	10	3	8	7	-6
O=C1COc2ccc(C(=O)COC(=O)c3ccccc3[N+](=O)[O-])cc2N1	-7	-4	6	-34	0	-11	-32	-3	-11	-5	-23
CC1CN(C(=O)CS(=O)(=O)Cc2ccccc2)CC(C)O1 (stereo unspecified)	7	16	-6	-14	6	-19	6	-2	-8	-5	-3
O=C(O)C1CCC(CNS(=O)(=O)c2ccc(Br)cc2)CC1 (stereo unspecified)	-2	9	-7	-9	-1	2	7	-3	-1	14	7
CCOc1ccc(C2=CSC3=NCCN23)cc1Cl	-4	-21	-11	-20	-4	8	-23	-4	4	-25	-28
O=C(NC1CCCC1)C(c1cccnc1)N(Cc1ccccc1)C(=O)c1csnn1 (stereo unspecified)	-7	4	5	3	-6	-5	9	0	-6	-15	15
Cc1ccccc1/C=N/NC(=O)Cn1cnc([N+](=O)[O-])n1	3	-2	5	-30	0	17	20	6	0	-4	-25
CN(Cc1ccccc1)c1ccc(C(CC(N)=O)NC(=O)c2ccc(Br)cc2)cc1[N+](=O)[O-] (stereo unspecified)	-2	-17	-3	17	-8	23	15	-7	3	9	37
CCCCc1cc(=O)oc2cc(C)cc(OCC(=O)N3CCC(C(=O)O)(c4ccccc4)CC3)c12	3	13	3	5	9	-3	-16	-18	8	-5	-3
COc1ccc2[nH]c(C(=O)O)c(CCNC(C)=O)c2c1	1	-3	10	9	-3	0	-4	-7	0	3	-8
COc1cc(OC)cc(C(=O)NC(C(=O)O)C23CC4CC(CC(C4)C2)C3)c1 (stereo unspecified)	-5	1	9	-1	-1	-12	12	-8	-4	-22	7
CC(=O)N1c2c(cc(Br)cc2S(=O)(=O)N2CCN(c3ccccc3F)CC2)CC1C (stereo unspecified)	0	0	-4	-8	17	12	24	1	-12	-5	35
Cc1ccc(N(C(C)C(=O)Nc2ccc3c(c2)OCO3)S(C)(=O)=O)cc1 (stereo unspecified)	-3	12	1	-26	-3	4	7	-10	0	-14	-4
Cc1c(Cl)ccc2c(C(=O)Nc3cc(C(C)(C)C)on3)cc(-c3ccccn3)nc12	3	0	-4	-5	8	17	11	-8	-8	-13	-4
O=C(CCSCCC(=O)NN=Cc1ccc(F)cc1)NN=Cc1ccc(F)cc1	1	-2	-15	-18	7	5	20	4	-3	-41	14
Cc1ccc(NC(=O)CN2C(=O)S/C(=C/c3ccncc3)C2=O)cc1	16	1	-2	-10	1	-6	14	5	0	2	23
Cc1cc(C(=O)O)oc(=O)c1	-1	11	1	-12	0	10	-7	-15	5	1	2
CS(=O)(=O)N(CC(=O)N1CCN(Cc2ccc3c(c2)OCO3)CC1)C1CCCCC1	5	-6	4	-4	-2	15	-3	5	-7	-8	8
Cc1sc2ncn(C(C)C(=O)OC3CCCCC3)c(=O)c2c1C (stereo unspecified)	-2	1	-1	26	0	5	10	-2	-3	-7	-33
CN(CCc1ccccc1)C(=O)c1ccc(NC(=O)Cc2ccc(NC(=O)C3CCCN(C(=O)C4CCCCC4)C3)cc2)cc1 (stereo unspecified)	-3	-4	12	18	1	19	13	-10	7	9	30
O=C(COc1ccccc1Cl)Nc1cnn(Cc2ccccc2)c1	-5	-24	-2	2	0	-61	-38	-4	2	-11	5
CCc1ccc(NC(=O)CN(N=Nc2nonc2C)c2nonc2C)cc1	2	-6	-1	-20	2	10	34	-8	6	-7	16
CCOC(=O)C1=C(O)C(=O)N(c2ccc(S(N)(=O)=O)cc2)C1c1ccccc1 (stereo unspecified)	-3	15	-5	-22	2	19	4	4	3	5	-5
Cc1cc(CNC(=O)c2cc(-c3ccccc3)nc3ccccc23)nn1C	-4	9	9	-31	-13	14	8	-9	-1	13	7
Cc1cc(C)nc(SSc2nc(C)cc(C)n2)n1	6	-1	-16	3	45	0	3	-1	10	6	7
COc1cc(C(=O)OCc2ccc([N+](=O)[O-])cc2)cc(OC)c1OC	-3	-15	-3	9	0	-2	1	-9	-8	-7	10
CC(C)c1onc(C(=O)N2CCOCC2)c1[N+](=O)[O-]	-6	23	5	19	1	1	-6	-1	1	3	4
CS(=O)(=O)N1CCN(c2nc3ccccc3s2)CC1	-5	-14	-32	-66	-5	-10	2	3	-3	-41	-44
Remaining list, next part
SMILES	ABHD5 PLIN5 PPI	NR5A2 inv ag	NCOA3 inh	SRC2 inh	Granule exo inh	NR2F2 inh	TWEAK Fn14 block	NOD2-RIPK2 inh	TLR9-MyD88 block	SRC1 inh	TROY signal inh
CCN(CC)CCNC(=O)C1CCN(S(=O)(=O)c2c(C)noc2/C=C/c2ccccc2F)CC1	18	1	14	-2	6	-6	-7	1	5	-30	-4
CCN1CCCC1CN(Cc1cc2c(C)cc(C)cc2[nH]c1=O)C(=O)NC1CCCCC1 (stereo unspecified)	2	14	-13	-22	0	-13	16	-2	-5	-2	0
Cc1ccc(S(=O)(=O)CCC(=O)Nc2ccc3nc(C)sc3c2)cc1	0	8	12	2	0	6	-14	8	-9	-34	3
Cc1ccccc1N1C(=O)C(Cl)=C(N2CCOCC2)C1=O	4	6	-6	-41	4	-7	6	1	-3	7	2
COc1ccc(-c2nnc(-c3cc4c(ccc5ccccc54)oc3=O)o2)cc1	7	-10	-20	15	-2	5	-10	0	-3	-17	2
O=C(COc1cccc2c1CCNC2=O)Nc1ccc(F)cc1	2	27	0	-34	6	-15	5	2	-6	-20	4
CC1CCCCN1C(C(=O)O)c1ccccc1 (stereo unspecified)	-1	-4	8	-3	-1	3	4	-15	-6	12	22

The list is partial; rates above refer to the full screens.
